SENP8 block-1: inhibitors of human SENP8 protease | recombinant SENP8, Nedd8 substrate fluorescence | actives 0.64% (n = 360,000) | AID 602440 | Q96LD8 | inhibition, % at 20 µM; in the data active = inhibition mostly above about 40%, no sharp cut-off; inactive = mostly below about 27%
Target sequence (Q96LD8 whole entry, looked up): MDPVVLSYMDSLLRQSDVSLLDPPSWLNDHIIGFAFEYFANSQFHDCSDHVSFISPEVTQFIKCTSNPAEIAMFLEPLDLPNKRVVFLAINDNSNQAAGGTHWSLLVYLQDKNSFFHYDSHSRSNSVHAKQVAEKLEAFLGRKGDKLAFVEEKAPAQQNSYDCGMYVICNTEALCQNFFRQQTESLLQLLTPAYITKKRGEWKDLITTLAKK
HKDC1 inhibitor: HKDC1 (human) hexokinase inhibition; actives 0.16% (n = 340,000); recombinant HKDC1, G6PDH/diaphorase resazurin coupled fluorescence; inhibition, % at 20 µM; Q2TB90;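 active = inhibition above about 35% when tested at 20 µM, limit read from the data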;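 note: plate controls were DMSO wells with enzyme for no effect and DMSO wells lacking enzyme for full effect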
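Test system: recombinant HKDC1 (HK5) hexokinase enzyme, produced in-house / Doses: 20 µM test compound, 1% DMSO / Timing: 90 min, room temperature / Detection: G6PDH/diaphorase-coupled fluorescence, 1 mM NADP, 100 µM resazurin, 525/613 nm / Control set: DMSO wells with and without enzyme mix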
SENP7 block: inhibitors of human SENP7 protease. Q9BQF6. recombinant SENP7, Z-RLRGG-aminoluciferin luminescence, 40 min. inhibition, % at 5 µM. actives 1.5% (n = 330,000). AID 434973;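 active = inhibition above about 50% at the single test dose, limit read from the data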;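 note: plate controls were DMSO with enzyme for no effect and no enzyme buffer wells for full effect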
Target sequence (Q9BQF6 706-1050 limits assumed): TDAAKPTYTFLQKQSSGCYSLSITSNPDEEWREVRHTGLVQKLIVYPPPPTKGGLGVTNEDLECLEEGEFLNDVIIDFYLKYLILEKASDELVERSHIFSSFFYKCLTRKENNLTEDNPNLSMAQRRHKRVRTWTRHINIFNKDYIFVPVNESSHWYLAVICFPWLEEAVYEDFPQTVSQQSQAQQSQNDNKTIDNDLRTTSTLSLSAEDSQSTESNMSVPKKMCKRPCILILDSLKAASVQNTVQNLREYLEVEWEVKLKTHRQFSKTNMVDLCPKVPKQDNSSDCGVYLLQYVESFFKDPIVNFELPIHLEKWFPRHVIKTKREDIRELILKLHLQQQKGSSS
Apaf-1 inh: inhibitors of human Apaf-1 apoptosome; AID 489030; inhibition, % at 20 µM; reconstituted apoptosome caspase-3 activity, DEVD-Rh110 fluorescence; O14727; actives 0.71% (n = 330,000); active = inhibition of at least 40% at 20 µM;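 note: plate controls were DMSO wells for no effect and DEVD-CHO caspase inhibitor wells for full effect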
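detection = Rh110 fluorescence intensity | test system = biochemical Apaf-1 apoptosome reconstitution | also added = cytochrome c and DEVD-Rh110 substrate | schedule = 30 min plus 50 min, RT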
SENP1 FRET inh: SENP1 (human) catalytic domain inhibition; inhibition, % at 10 µM; Q9P0U3; actives 0.21% (n = 360,000); recombinant SENP1 catalytic domain, CyPet-SUMO1-YPet FRET cleavage; AID 624204;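 active = inhibition at least 30% at 10 µM, raw YFP signal under a set limit, fluorescence ratio 0.5 to 1.5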;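 note: 0% = enzyme with DMSO and 100% = no enzyme wells; some results filed as inactive read as strong as hits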
Target sequence (Q9P0U3 419-644 limits assumed): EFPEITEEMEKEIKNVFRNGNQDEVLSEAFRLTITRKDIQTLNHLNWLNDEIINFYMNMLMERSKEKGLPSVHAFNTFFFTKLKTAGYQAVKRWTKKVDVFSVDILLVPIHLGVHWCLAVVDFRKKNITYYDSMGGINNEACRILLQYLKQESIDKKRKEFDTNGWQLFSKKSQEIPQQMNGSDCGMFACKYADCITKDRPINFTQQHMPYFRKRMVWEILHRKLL
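Test system: human SENP1 catalytic domain; medium: Tris pH 8 buffer plus EDTA, NaCl, BME, BSA, NP40, catalase; incubation: 50 min reaction at room temperature; technique: FRET, CFP and YFP emission; controls: no-enzyme low control and enzyme-plus-DMSO high control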
PfGluPho inh: PfG6PD (Plasmodium falciparum) enzyme inhibition; PfGluPho enzyme, NADPH resazurin-diaphorase fluorescence; inhibition, % at 20 µM; actives 0.78% (n = 350,000); AID 504690;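 active = inhibition reaching at least a set limit at 20 µM in the primary screen, cut at about 59% in these data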;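 note: 0% = DMSO wells with substrate and 100% = DMSO wells lacking glucose-6-phosphate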
SENP8 block-2: blocks the human protease SENP8 | purified SENP8, Z-RLRGG-aminoluciferin cleavage, luminescence | AID 2540 | inhibition, % at 10 µM | Q96LD8 | actives 1.2% (n = 330,000); in the data active = inhibition above about 50%
SENP6 block: inhibitors of human SENP6 protease | Recombinant SENP6 catalytic domain, aminoluciferin luminescence | inhibition, % at 10 µM | actives 1.8% (n = 330,000) | Q9GZR1;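 active = inhibition above about 50% at the single tested dose, limit read from the data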;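 note: plate controls were DMSO wells with enzyme for no effect and DMSO wells lacking enzyme for full effect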
An asterisk follows results filed as active; i = inactive; nt = not tested or not shown.

SMILES	SENP8 block-1	HKDC1 inhibitor	SENP7 block	Apaf-1 inh	SENP1 FRET inh	PfGluPho inh	SENP8 block-2	SENP6 block
COc1cc(C2C(C#N)=C(N)OC3=C2C(=O)CC(C)(C)C3)c([N+](=O)[O-])cc1OC (configuration not stated)	-245	6	3	18	-24	28	-9	28
C[C@H](CCC(=O)O)[C@H]1CC[C@H]2[C@@H]3C(=O)C[C@@H]4CC(=O)CC[C@]4(C)[C@H]3CC(=O)[C@]12C	11	-5	9	2	-1	12	-1	-10
Nn1c(SCC(=O)Nc2ccc3c(c2)OCO3)nnc1-c1ccc(Cl)cc1	22	-9	-1	1	0	-11	-2	0
O=C(CCc1nnc(C2(c3ccc(Cl)cc3)CCC2)o1)N1CCCC(O)C1 (configuration not stated)	12	-3	3	-3	4	-1	10	-13
CCOc1ccc(S(=O)(=O)NC(Cc2cnc[nH]2)C(=O)O)cc1 (configuration not stated)	14	-4	-1	-19	1	-8	0	-5
S=C1NCN(Cc2ccccc2)CN1	1	4	-7	-25	-3	3	1	-17
Cc1nc(CS(=O)(=O)c2ccccc2)cc(Sc2ccc(Cl)cc2)n1	11	3	-3	5	0	-6	4	-22
O=C(CN1C(=O)/C(=C/c2ccccc2)SC1=S)NC1CCS(=O)(=O)C1 (configuration not stated)	23	-9	-1	-11	1	1	-15	3
CCCNC1(C(N)=O)CCN(Cc2ccccc2)CC1	17	-5	nt	nt	-2	-9	nt	nt
CCCc1c(C(=O)N/N=C/c2ccncc2)nnn1-c1nonc1N	13	-3	-10	7	0	4	-11	-18
CCCCc1ccc(/C=C2\C(=O)c3ccccc3C(O)=C2C(=O)OCC)cc1	nt	nt	-11	22	nt	nt	-9	1
CC(=O)c1ccc(NC(=S)N(C)C2CCN(C)CC2)cc1	15	-6	1	-11	2	2	-1	-11
CNCC(O)C(O)C(O)C(O)CO (configuration not stated)	36	-6	-5	-1	1	0	-2	-5
CC(C)(C)CC(C)(C)NC(=O)c1ccc2snnc2c1	6	-4	-8	-21	-1	1	-1	-18
C=CCn1c(-c2csc(-c3ccccc3)n2)n[nH]c1=S	14	3	-12	3	0	10	-10	-5

Given as comma-separated lines: part of the list above
Structure,SENP8 block-1,HKDC1 inhibitor,SENP7 block,Apaf-1 inh,SENP1 FRET inh,PfGluPho inh,SENP8 block-2,SENP6 block
S=C1NCN(Cc2ccccc2)CN1,1,4,-7,-25,-3,3,1,-17
Cc1nc(CS(=O)(=O)c2ccccc2)cc(Sc2ccc(Cl)cc2)n1,11,3,-3,5,0,-6,4,-22

Looked up above.
Nn1c(SCC(=O)Nc2ccc3c(c2)OCO3)nnc1-c1ccc(Cl)cc1 – PfGluPho inh: -11
CC(=O)c1ccc(NC(=S)N(C)C2CCN(C)CC2)cc1 – SENP7 block: 1
COc1cc(C2C(C#N)=C(N)OC3=C2C(=O)CC(C)(C)C3)c([N+](=O)[O-])cc1OC (configuration not stated) – SENP1 FRET inh: -24
S=C1NCN(Cc2ccccc2)CN1 – SENP8 block-2: 1
C[C@H](CCC(=O)O)[C@H]1CC[C@H]2[C@@H]3C(=O)C[C@@H]4CC(=O)CC[C@]4(C)[C@H]3CC(=O)[C@]12C – SENP6 block: -10

(listing goes on)
SMILES	SENP8 block-1	HKDC1 inhibitor	SENP7 block	Apaf-1 inh	SENP1 FRET inh	PfGluPho inh	SENP8 block-2	SENP6 block
O=C(CCCc1ccccc1)Nc1ccnn1C1CCN(Cc2ccccc2)CC1	0	7	4	8	-1	-15	-2	-3
Cc1cc(C)c(C#N)c(Nc2cccc(Br)c2)n1	-216	0	-4	-3	-1	-7	5	18
CC(C)(C)c1ccc(OCC(=O)Nc2ccc(-c3nc4cccnc4o3)cc2)cc1	i	-7	7	12	-1	-4	0	-4
COC(=O)c1c(-c2ccccc2)csc1NC(=O)c1ccco1	-235	-4	-7	2	1	-8	-10	-11
CCC(Sc1nc(N)cc(=O)[nH]1)C(=O)Nc1cc(C)on1 (configuration not stated)	0	-6	-6	-6	1	-14	-1	-11
COc1ccc(N2CCN(C(=S)Nc3cccc(OC)c3)CC2)cc1	8	0	3	-1	2	7	-10	6
COCCC(=O)N1CCC(Oc2ccc(C(=O)NCCC3=CCCCC3)cc2)CC1	8	0	-1	4	2	3	2	0
COc1ccc(C(=O)/C=C2\C(=O)Nc3ccc(Br)cc32)cc1	1	22	nt	nt	1	27	nt	nt
Cc1ccc(NC(=O)CNc2cc(S(=O)(=O)N3CCOCC3)ccc2NCC2CCCO2)cc1F (configuration not stated)	-10	4	6	9	-20	0	-8	5
CC(C)(C)OC(=O)N1CCC(C(=O)NCC2CCCO2)CC1 (configuration not stated)	10	-9	-3	2	1	0	3	4
O=C1c2ccccc2NC2(CCCC2)N1O	-23	-6	4	-2	1	-20	-2	8
COc1cc(NC(=O)c2cccnc2)ccc1NC(=O)c1ccccc1Cl	-5	-1	6	1	1	12	12	6
COC(=O)CC(=O)O[C@H]1C=C[C@@H](NC(=O)OC(C)(C)C)C1	19	-6	nt	nt	2	-1	nt	nt
FC(F)(F)c1cnc2c(-c3ccc(Cl)cc3Cl)noc2c1	9	-3	7	10	4	-3	-2	3
CC(N=c1ccccn1C(=O)Nc1ccc(Cl)cc1)c1ccco1 (configuration not stated)	nt	-9	4	8	nt	-3	-7	-54
C=CCSc1nc(C)c(Cc2cccc3ccccc23)c(=O)[nH]1	11	-10	0	17	2	-4	-2	1
CN(Cc1nc2ccccc2c(=O)[nH]1)C(=O)c1cccc(S(=O)(=O)N2CCCC2)c1	1	2	1	-3	1	3	6	2
O=C(NNC(=O)C1CC1)Nc1ccc(Cl)cc1	11	-7	10	-6	2	-13	-11	3
COc1ccc(C(=O)OCn2nnc3ccccc3c2=O)cc1OC	18	-9	2	-6	2	-1	-5	-14
O=C(O)c1ccccc1-c1ccccc1C(=O)Nc1ccc2c(c1)C(=O)c1ccccc1-2	18	1	nt	nt	11	-11	nt	nt
Cc1ccccc1CSc1nnc(C)c(=O)n1N	10	-4	2	-15	1	-4	-6	10
Cn1c(N)c(C(=O)CSc2nc(C3CC3)n(-c3ccccc3)n2)c(=O)n(C)c1=O	2	-3	4	1	1	7	-1	-1
Cc1ccc(NC(=O)CCCCCC2NC(=O)NC2C)cc1 (configuration not stated)	13	-12	3	-7	-1	4	-1	3
FC(F)(F)c1ccc(-c2nnc(-c3cccnc3)o2)cc1	-2	-4	2	6	2	0	-7	7
CCc1ccc2c(c1)c1nc(C)sc1n2CC(=O)OC	13	-17	3	2	-1	10	6	6
CN1CCN(C(=O)CCN2C(=O)/C(=C/c3ccccc3Cl)SC2=S)CC1	18	-3	2	1	2	-18	-2	-13
N#C/C(=C\N1CCCCC1)S(=O)(=O)c1ccc(Cl)cc1	14	-2	14	-11	0	1	-10	-10
CC(Sc1ccc(Cl)cc1)C(=O)NNC(=O)c1csc(N2CCOCC2)n1 (configuration not stated)	-12	-9	11	3	0	-21	0	-7
Cc1cc(NC(=O)CCC(=O)N(CC(=O)NC2CCCC2)Cc2ccco2)no1	27	-2	-3	-2	-1	-12	-10	0
O=C(CS(=O)(=O)Cc1ccccc1)NCc1ccccc1Cl	14	-2	-4	-3	0	11	-3	-18
COc1cc(/C=N/NC(=O)c2csc3c2CCCC3)ccc1OCCN1CCOCC1	-79	-5	-10	-2	1	15	-3	10
COc1ccc2sc(-c3ccc(S(C)(=O)=O)cc3)c(-c3ccc(C(N)=O)cc3)c2c1	i	-7	-10	5	-2	4	5	-5
O=C(Cn1nc(C(=O)O)c2ccccc2c1=O)Nc1ccccc1C(F)(F)F	-3	5	6	10	4	2	5	34
COc1ccc2[nH]c(=O)c(CN(Cc3cccnc3)S(=O)(=O)c3ccccc3F)cc2c1	-316	3	3	9	0	-15	0	4
O=C(Nc1ccn(Cc2c(F)c(F)c(F)c(F)c2F)n1)c1cccc(Cn2cc([N+](=O)[O-])cn2)c1	9	-8	-8	27	2	9	0	-6
O=C(Cn1nnc2ccccc2c1=O)NCc1ccc(Cl)cc1	4	-11	7	-2	1	1	-2	-4
COc1cc(O)c(CC=C(C)C)c(O)c1C(=O)CCc1ccc(O)cc1	54*	4	12	0	-2	18	70*	77*
COc1ccccc1NS(=O)(=O)c1cc(NC(=O)CN2C(=O)NC3(CCCCC3)C2=O)ccc1C	0	-3	nt	nt	4	11	nt	nt
CN(C)CCCN(C(=O)c1ccco1)c1nc2ccc(Br)cc2s1	11	-1	3	-10	4	-1	-4	-7
CCOC(=O)CSc1nc2cc(C(=O)N3CCCC3)ccc2c(=O)n1Cc1ccccc1	9	1	7	23	3	-5	-7	-13
COc1ccc(C2c3c(ncn(CCCO)c3=N)Oc3ccc4ccccc4c32)cc1 (configuration not stated)	20	-13	1	3	2	-4	6	11
COc1ccc(C(=O)NNC(=O)c2ccc(C(C)(C)C)cc2)cc1	4	-10	1	1	1	6	-2	-3
Cc1cc(Cl)ccc1N=c1ssnc1Cl	32	-37	10	1	0	79*	7	-4
CCc1c(C)nc(N2CCN(c3ccccc3F)CC2)[nH]c1=O	6	-4	-12	1	-2	1	-9	-16
COCCCNC(=O)c1nc2ccccc2c(=O)n1NC(=O)Nc1c(Cl)cccc1Cl	10	-2	10	-2	2	-3	-3	8
Cc1ccnc(SCC(=O)c2cccs2)n1	14	-5	0	-1	1	-7	-13	2
COc1cc(C#Cc2ccc3cc(CCCO)oc(=O)c3c2)cc(OC)c1	-488	2	80*	8	1	15	70*	74*
Cc1nc(C2CCCCC2)c(-c2ccccc2)c(N2CCOC2=O)c1C	21	-3	13	18	1	-9	-10	-17
COCCNC(=O)CN1C(=O)CSc2ncccc21	1	-2	-6	-7	-2	0	6	-3
CN1C[C@@H]2C[C@@H](c3ccc(C#CC(C)(C)O)s3)N3CCC[C@@]23C1=O	-13	-17	4	13	4	0	0	6
CCN(CC)C(=O)C1CCCN(c2ccc([N+](=O)[O-])cc2)C1 (configuration not stated)	34	0	-1	-2	2	-7	-6	-15
O=C(Nc1ccccc1)Nc1cccc2ccccc12	-57	-2	24	-20	4	12	5	23
CC(Sc1nnc(-c2ccco2)n1C)C(=O)NC1CCCC1 (configuration not stated)	10	-3	2	-7	0	12	11	-12
CCOC(=O)c1c(NC(=O)CCC(=O)O)sc2c1CCCCC2	-69	-5	1	5	-1	45	-8	-3
Cc1cc(C)c2sc(NC(=O)c3ccc(N4C(=O)CCC4=O)cc3)nc2c1	-230	-4	5	-17	-3	-9	6	6
O=C(NCc1ccccc1)C1CCCN(S(=O)(=O)c2cccc3nsnc23)C1 (configuration not stated)	12	-1	-4	2	2	1	-3	-1
CCOC(=O)c1ccc(Nc2ccc([N+](=O)[O-])cn2)cc1	5	-7	6	2	-4	-3	-1	-30
CC(C)(C)c1ccc(OCC(=O)NCc2ccco2)c(Br)c1	6	3	-1	25	-7	8	2	-10
CC1CCCC(C)N1C(=S)NCc1ccco1 (configuration not stated)	4	-3	-2	-1	-5	-4	-9	-3
COc1nc(-c2ccccc2Cl)ccc1C#N	8	0	0	2	2	-2	5	-1

(list continues)
SMILES	SENP8 block-1	HKDC1 inhibitor	SENP7 block	Apaf-1 inh	SENP1 FRET inh	PfGluPho inh	SENP8 block-2	SENP6 block
CC(Sc1nccn1C)C(=O)Nc1ccc(Cl)cn1 (configuration not stated)	-4	-5	-10	12	1	13	-8	-17
COc1ccc(CN2C(=O)N(c3ccc(OC)cc3)C(=O)C2CC(=O)Nc2ccccc2)cc1 (configuration not stated)	3	-9	10	9	1	-11	11	-4
O=C(Cc1ccccc1[N+](=O)[O-])Nc1ccccc1C(=O)N1CCOCC1	5	15	-5	-13	-2	8	0	-13
FC(F)(F)c1nc2ccccc2[nH]1	8	4	-1	-1	4	-1	0	4
CCn1c(SCC(=O)O)nnc1-c1cc2c(C)nn(-c3ccccc3)c2s1	-26	-5	4	-1	1	1	5	-4

Screening results (PubChem BioAssay)

Rows are unselected. Share with any hit: about 3.6%.
